Screening data as filed in PubChem BioAssay.
Alkaline phosphatase – inhibition of tissue-nonspecific alkaline phosphatase – biochemical, luminescent (AID 518). purified TNAP enzyme, luminescent substrate readout; higher % means a stronger effect. one-dose inhibition, % at 20 µM; IC50 in µM for titrated hits. 0.09% of 64,000 active; in the data active means a potency from the dose series; inactive means the rest, 99 in 100 with inhibition below about 22%;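 further: plate controls were vehicle for no effect and reference inhibitor for full effect; many of its hits are not listed in these tables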
LYP inhibition – LYP phosphatase inhibitors, primary screen, biochemical, DiFMUP fluorescence, recombinant catalytic domain, 10 µM (AID 606) | recombinant LYP catalytic domain, DiFMUP fluorescence; higher % means a stronger effect | one-dose inhibition, % at 10 µM; IC50 in µM for titrated hits | 52,000 tested, under 10 active;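 active means IC50 under 40 µM in the dose-response test; inactive means IC50 of 40 µM or more, or never dose-tested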
PMK inhibit – S. pneumoniae PMK inhibition | AID 539 | inhibition, % at 10 µM | purified PMK, PK/LDH-coupled NADH absorbance 340 nm | 0.49% of 65,000 active;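 active means top-ranked compounds by inhibition in the single 10 µM screen, taking a fixed number of the strongest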;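 further: 0% = full reaction with DMSO carrier and 100% = background rate without enzyme reaction; no value below 0 was filed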
Bfl-1 displacement – Bfl-1 inhibitors, primary screen, biochemical, fluorescence polarization, FITC-Bid, mouse (AID 432); displacement, % at 20 µM; hits with a dose series show IC50 in µM; FITC-Bid BH3 peptide fluorescence polarization displacement; higher % means a stronger effect; 0.02% of 64,000 active; in the data active means a potency from the dose series; inactive means the rest, 99 in 100 with displacement below about 15%; further: strong numbers were not always called active
HPDE-C7 cytotoxicity – cytotoxicity in HPDE-C7 cells, cell-based, fluorescence, HTS (AID 430); HPDE-C7 pancreatic duct cells viability, fluorescence; higher % means a stronger effect; 1.8% of 63,000 active; cytotoxicity, % at 10 µM; hits with a dose series show EC50 in µM;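 further: cells exposed to compound for 48 hours before viability readout; 0% = vehicle and 100% = reference cytotoxic drug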
HT1080 viability – HT1080 cell viability loss – fluorescence readout (AID 620); HT1080 viability, fluorescence; higher % means a stronger effect; cytotoxicity, % at 10 µM, or EC50 in µM where a hit was titrated; 0.42% of 87,000 active;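 further: cells exposed to compound overnight then 4 h with Alamar Blue; 0% = vehicle DMSO and 100% = killing control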
DPM-DC inhibit – inhibitors of Streptococcus pneumoniae diphosphomevalonate decarboxylase; purified DPM-DC, PK/LDH coupled NADH fluorescence; calls only at 10 µM; 0.49% of 65,000 active; AID 556;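 active means the 320 compounds with the highest percent inhibition in the single-dose primary screen, excluding strongly autofluorescent ones, cut at about 32% in these data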;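 further: kinetic rate of NADH fluorescence loss reporting ADP formed by the decarboxylase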
Spn MK inh – blocks S. pneumoniae mevalonate kinase. purified MK, PK/LDH-coupled NADH absorbance 340 nm. inhibition, % at 10 µM. 0.48% of 65,000 active. AID 555;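 active means ranked among the strongest by inhibition in the single 10 µM screen, a fixed top-ranked set picked for dose follow-up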; further: no value below 0 was filed
KRASV12 cytotoxicity – cytotoxicity in KRAS-transformed pancreatic duct cells, primary screen, cell-based, fluorescence, HTS (AID 431). HPDE-C7K KRASV12 cells, Alamar Blue viability, 48 h; higher % means a stronger effect. cytotoxicity, % at 10 µM; hits with a dose series show EC50 in µM. 1.7% of 63,000 active;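 active means compounds whose percent cytotoxicity in the single-dose primary screen, scaled between solvent and toxic-drug controls, exceeds 50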;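 further: 0% = DMSO solvent wells and 100% = doxorubicin-treated wells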
PMK inhibit pilot replicates – recorded beside PMK inhibit, whose call it bears; inhibition, %; measured here: pilot screen replicates
Spn MK inh pilot replicates – also measured in Spn MK inh; calls as there; inhibition, %; measured here: pilot screen replicates
DPM-DC inhibit pilot screen % – further read-out of DPM-DC inhibit, marked with its call; inhibition, %; measured here: pilot screen trials
* hit, by the source's call; i = inactive; . = not tested or not shown. Unless noted, no stated cut-off is given here; in the data, active means cytotoxicity above about 50%; inactive means the rest.

SMILES	Alkaline phosphatase	LYP inhibition	PMK inhibit	Bfl-1 displacement	HPDE-C7 cytotoxicity	HT1080 viability	DPM-DC inhibit	Spn MK inh	KRASV12 cytotoxicity	others
CCOc1ccc(/C(O)=C2/C(=O)C(=O)N(CCOCCO)C2c2ccc(F)cc2)cc1 (stereo not drawn)	9.7%	.	10.0	-10.6%	1.9%	-5.8%	i	0.0	-7.2%
CCOC(=O)C1CCN(CC(=O)Nc2c(C(=O)OC)[nH]c3cccc(C)c23)CC1	4.0%	13.6%	6.0	-10.1%	-23.8%	12.4%	i	5.0	-5.2%
CCn1c(Cc2ccc(OC)cc2)nnc1SCC(=O)NC1CCCCC1	14.3%	2.0%	8.0	-4.9%	-1.1%	-8.7%	i	3.0	5.5%
C=CCNc1nc(C)nc(OC)n1	3.1%	-14.7%	1.0	-4.2%	-4.5%	13.1%	i	8.0	-2.0%
COc1ccccc1NC(=O)Cn1c(=O)n2nc(C)nc2c2ccccc21	10.0%	9.4%	4.0	-3.5%	-8.8%	-10.4%	i	5.0	-1.2%
O=S(=O)(c1cccc2c(S(=O)(=O)N3CCCC3)cccc12)N1CCCC1	15.1%	.	12.0	3.2%	-29.5%	4.8%	i	3.0	-20.0%	PMK inhibit pilot replicates=0.0;Spn MK inh pilot replicates=0.0;DPM-DC inhibit pilot screen %=0.0
Cc1c(C)[n+](=O)c(-c2ccco2)c(C)n1[O-]	11.5%	.	0.0	0.7%	-2.3%	7.6%	i	13.0	-2.2%
CC(NC(=O)Nc1ncccn1)(C(F)(F)F)C(F)(F)F	6.4%	3.6%	7.0	-0.9%	-4.1%	12.8%	i	1.0	-7.1%
CC(=O)Nc1ccc(S(=O)(=O)N2CCN(c3cc(C)nc4ccccc34)CC2)cc1	14.2%	0.3%	18.0	-7.2%	2.1%	-1.5%	i	5.0	-3.8%	PMK inhibit pilot replicates=4.5;Spn MK inh pilot replicates=0.0;DPM-DC inhibit pilot screen %=1.0
CNC(=O)N(O)C1N(C)C(=O)N(CC(=O)OC)C1(C)C (stereo not drawn)	8.8%	.	11.0	2.2%	.	13.9%	i	6.0	.
CCC(=O)Nc1ccc(NC(=O)c2cccc(OC)c2)nc1	16.2%	5.6%	13.0	2.8%	0.9%	-1.1%	i	4.0	0.7%	PMK inhibit pilot replicates=0.0;Spn MK inh pilot replicates=0.0;DPM-DC inhibit pilot screen %=0.0
CCCC(=O)Nc1ccc(NC(=O)c2cccs2)cn1	15.0%	0.9%	9.0	-6.5%	0.9%	0.1%	i	5.0	19.0%	PMK inhibit pilot replicates=2.0;Spn MK inh pilot replicates=0.0;DPM-DC inhibit pilot screen %=0.0
Cc1cccc(S(=O)(=O)Nc2cccc(-c3cn4ccsc4n3)c2)c1	5.7%	.	14.0	3.9%	36.1%	6.6%	i	9.0	31.3%
CCOC(=O)C(CCc1nnc(N)s1)C(=O)OCC	0.5%	-1.9%	30.0*	-4.5%	-14.5%	-5.1%	i	3.0	0.4%	PMK inhibit pilot replicates=4.0*;Spn MK inh pilot replicates=2.0;DPM-DC inhibit pilot screen %=1.5
Cc1nnc(SCc2nc3ccccc3[nH]2)s1	16.7%	.	2.0	-5.3%	.	10.7%	i	7.0	.
CC(=O)N1CCc2cc(Br)cc(S(=O)(=O)N3CCN(C(=O)c4ccco4)CC3)c21	-4.8%	13.9%	18.0	-2.6%	15.1%	19.2%	i	9.0	15.0%
O=C(NC1CCCCC1)NC1CC2CCC(C1)N2C(=O)NCc1ccccc1 (stereo not drawn)	-1.3%	3.6%	4.0	-4.8%	-10.8%	-0.1%	i	11.0	-4.7%
Cc1cc(N(C)C)c(C#N)c(N2CCOCC2)n1	14.6%	.	3.0	-1.4%	.	12.4%	i	11.0	.
Cc1ccc2c(c1)N(CCC(=O)NC1CC1)C(=O)C(C)O2 (stereo not drawn)	5.3%	.	16.0	-0.9%	2.0%	5.9%	i	4.0	-10.1%
CC(C)(C)c1ccc2c(c1)N(CC(=O)O)C(=O)CO2	3.8%	1.5%	13.0	-7.2%	-20.2%	-4.3%	i	8.0	-5.8%

The final four records of the section before lead into the next:
SMILES	Alkaline phosphatase	LYP inhibition	PMK inhibit	Bfl-1 displacement	HPDE-C7 cytotoxicity	HT1080 viability	DPM-DC inhibit	Spn MK inh	KRASV12 cytotoxicity	others
O=C(NC1CCCCC1)NC1CC2CCC(C1)N2C(=O)NCc1ccccc1 (stereo not drawn)	-1.3%	3.6%	4.0	-4.8%	-10.8%	-0.1%	i	11.0	-4.7%
Cc1cc(N(C)C)c(C#N)c(N2CCOCC2)n1	14.6%	.	3.0	-1.4%	.	12.4%	i	11.0	.
Cc1ccc2c(c1)N(CCC(=O)NC1CC1)C(=O)C(C)O2 (stereo not drawn)	5.3%	.	16.0	-0.9%	2.0%	5.9%	i	4.0	-10.1%
CC(C)(C)c1ccc2c(c1)N(CC(=O)O)C(=O)CO2	3.8%	1.5%	13.0	-7.2%	-20.2%	-4.3%	i	8.0	-5.8%
COc1ccc(CN(C)CCc2ccccn2)cc1OC	3.5%	.	18.0	2.9%	-22.7%	-9.7%	i	8.0	-0.8%
CCC(Sc1nc(N)c(NC(=O)c2ccc(OC)c(OC)c2)c(=O)[nH]1)C(=O)OC (stereo not drawn)	2.3%	-14.7%	10.0	-6.9%	-14.2%	.	i	6.0	5.8%
CCCCC(c1nnnn1Cc1ccco1)N1CCN(c2nc3ccccc3s2)CC1 (stereo not drawn)	9.9%	.	7.0	0.5%	17.0%	2.3%	i	3.0	4.0%
Cc1cc(C(=O)CSc2nnc(-c3ccc(Cl)cc3)n2CC2CCCO2)c(C)n1C (stereo not drawn)	8.4%	.	12.0	10.2%	.	-6.8%	i	0.0	.
CCc1nc(N)c(C#N)c(-c2cccnc2)c1C	-1.4%	-5.0%	9.0	0.6%	3.0%	7.5%	i	4.0	-7.1%
CCN(CC)S(=O)(=O)c1ccc(C(=O)NCCc2cc3c(OC)ccc(OC)c3[nH]c2=O)cc1	15.5%	1.2%	16.0	-6.1%	8.8%	13.9%	i	0.0	7.7%
Cc1cc(=O)n(C)c(=O)n1CCCNc1ccccc1	18.5%	-3.7%	11.0	2.2%	9.2%	-5.0%	i	15.0	13.6%	PMK inhibit pilot replicates=3.0;Spn MK inh pilot replicates=1.0;DPM-DC inhibit pilot screen %=0.0
COc1ccccc1NC(=O)C1=C(C)NC(SCC(=O)c2ccccc2)=C(C#N)C1c1ccco1 (stereo not drawn)	8.5%	5.6%	0.0	1.9%	33.9%	5.8%	i	0.0	27.2%
CCCCCCOc1ccc(N2C(=O)CC(N3CCN(C(=O)c4ccco4)CC3)C2=O)cc1 (stereo not drawn)	11.0%	-0.9%	6.0	-10.0%	16.1%	3.8%	i	2.0	14.8%
Cc1ccc(S(=O)(=O)NCCN(CCNS(=O)(=O)c2ccc(C)cc2)S(C)(=O)=O)cc1	5.7%	-8.2%	9.0	-10.1%	-0.3%	-8.4%	i	7.0	-4.8%
CCCCOC(=O)C1=C(C)Nc2nnnn2C1c1ccc(OC)c(OC)c1OC (stereo not drawn)	6.0%	.	5.0	0.1%	0.7%	-4.2%	i	7.0	-1.3%
O=C(CSc1nnc2scc(-c3ccccc3)n12)NCc1ccco1	2.8%	.	20.0	-10.6%	-3.6%	.	i	1.0	-11.9%
Cc1ccc(Cn2nnc(C(=O)Nc3cccc(C)c3C)c2N)cc1	18.0%	13.5%	8.0	2.3%	-32.5%	2.4%	i	6.0	-23.5%	PMK inhibit pilot replicates=2.5;Spn MK inh pilot replicates=3.0;DPM-DC inhibit pilot screen %=1.0
O=C(NCCC1=CCCCC1)C1CCCN(S(=O)(=O)c2ccccc2)C1 (stereo not drawn)	3.3%	9.5%	0.0	5.9%	-8.2%	9.2%	i	7.0	-10.2%
CC1CCN(S(=O)(=O)c2ccc(NC(=O)c3cccs3)cc2)CC1	14.5%	5.8%	20.0	-6.8%	19.6%	3.4%	i	12.0	15.7%
COc1ccccc1Nc1nc(N)nc(CN2CCN(c3ccccc3F)CC2)n1	7.5%	12.6%	2.0	9.3%	-10.8%	2.7%	i	5.0	5.3%	PMK inhibit pilot replicates=0.0;Spn MK inh pilot replicates=1.0;DPM-DC inhibit pilot screen %=0.0
CCCCN(CC)CCNc1c(N2CCN(C(=O)OCC)CC2)c(=O)c1=O	-0.2%	3.0%	10.0	-3.6%	7.6%	5.0%	i	9.0	-5.4%
c1ccc(Nc2n[nH]nc2-c2ccccc2)cc1	17.7%	-7.9%	1.0	-6.1%	-23.8%	37.7%	i	7.0	-31.8%
COc1ccc(C)cc1S(=O)(=O)N(C)CC(=O)Nc1ccc2c(c1)OCO2	16.9%	.	9.0	3.0%	-18.8%	-1.8%	i	5.0	-1.1%	PMK inhibit pilot replicates=0.5;Spn MK inh pilot replicates=0.0;DPM-DC inhibit pilot screen %=6.0
Cc1ccc(C(=O)CSc2nc3ccccc3c(=O)n2N)o1	11.6%	-10.2%	2.0	-6.0%	-8.4%	7.7%	i	7.0	-11.1%
Cc1ccc(S(=O)(=O)Cc2ccc(C(=O)N3CCCCCC3)o2)cc1	-8.4%	-1.4%	5.0	1.1%	-13.7%	-11.8%	i	5.0	-11.9%
CC1=C(C(=O)NCCN2CCN(C)CC2)C2(CCC(C)CC2)OC1=O (stereo not drawn)	0.5%	3.3%	0.0	-8.3%	-12.3%	-0.8%	i	4.0	-6.0%
CCOC(=O)c1[nH]c2ccc(F)cc2c1NC(=O)C(C)N1CCc2cc(OC)c(OC)cc2C1 (stereo not drawn)	-0.2%	5.8%	12.0	6.8%	58.6%*	18.4%	i	11.0	53.6%*	PMK inhibit pilot replicates=5.0;Spn MK inh pilot replicates=0.0;DPM-DC inhibit pilot screen %=11.0
CC(C)C1=C2OC(N)=C(C#N)C(C#N)=C2C(C)CC1 (stereo not drawn)	13.0%	.	3.0	4.1%	3.8%	-0.3%	i	13.0	-20.1%
CCC1S/C(=C(\C#N)C(=O)NCc2ccco2)N(c2ccc(Br)cc2)C1=O (stereo not drawn)	5.8%	.	7.0	-6.4%	-13.8%	4.0%	i	7.0	-5.6%
Cc1nnc(SCC(=O)Nc2sccc2C(N)=O)n1Cc1ccccc1	3.3%	-1.3%	17.0	-0.1%	-2.0%	-3.6%	i	1.0	-0.1%
CC(=O)Nc1ccc(S(=O)(=O)Nc2cc(C)c(-n3nc4ccccc4n3)cc2O)cc1	0.3%	8.6%	0.0	-4.9%	5.8%	0.1%	i	3.0	3.6%
Cc1cccc(C)c1NC(=O)CCCSc1nnnn1C	23.7%	0.1%	19.0	3.8%	-3.7%	3.2%	i	5.0	0.2%
O=C(CSc1nnnn1C1CCCC1)Nc1cccc(NC(=O)c2ccco2)c1	27.4%	1.6%	10.0	5.7%	1.3%	12.2%	i	6.0	9.6%	PMK inhibit pilot replicates=0.0;Spn MK inh pilot replicates=1.5;DPM-DC inhibit pilot screen %=2.0
